# APP transl inh = inhibitors of APP translation via 5'UTR reporter, primary screen, APP 5'UTR luciferase, SH-SY5Y cells; SH-SY5Y APP 5'UTR-luciferase reporter, luminescence; 0.82% of 190,000 active; inhibition, % at 2 µM;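 active means inhibition above a set limit, derived from the sample mean plus 3 SD, cut at about 45% in these data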; further: values of inactives mirror those of a sister screen read the other way
# TNAP act hi DEA = TNAP activators at high phosphate acceptor level, primary screen, biochemical, luminescence, uHTS | Alkaline phosphatase, tissue-nonspecific isozyme (Homo sapiens), P05186 | purified TNAP, CDP-star luminescence, 1 M DEA, 30 min; stronger effect = higher value; 0 = EDTA background, 1 = DMSO-only activity | activation factor at 20 µM | 200,000 tested, under 10 active;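 active means activation factor at least 2 at 20 µM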
# Target sequence (P05186 whole entry, looked up): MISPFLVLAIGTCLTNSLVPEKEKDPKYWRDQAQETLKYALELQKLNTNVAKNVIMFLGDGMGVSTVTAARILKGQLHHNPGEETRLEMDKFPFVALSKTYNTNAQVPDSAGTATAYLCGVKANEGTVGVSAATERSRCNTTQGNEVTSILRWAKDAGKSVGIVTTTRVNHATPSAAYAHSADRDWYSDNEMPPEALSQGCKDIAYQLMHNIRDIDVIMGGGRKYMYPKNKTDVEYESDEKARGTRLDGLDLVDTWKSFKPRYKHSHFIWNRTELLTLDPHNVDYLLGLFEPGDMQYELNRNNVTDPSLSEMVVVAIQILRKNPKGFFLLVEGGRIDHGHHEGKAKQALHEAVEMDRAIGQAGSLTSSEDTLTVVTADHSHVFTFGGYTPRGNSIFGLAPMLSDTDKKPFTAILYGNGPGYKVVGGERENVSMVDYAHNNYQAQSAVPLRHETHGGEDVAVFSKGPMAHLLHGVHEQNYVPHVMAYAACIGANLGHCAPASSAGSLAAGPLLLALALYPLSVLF
#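 Control set: EDTA negative control, DMSO positive control / Assay system: human TNAP / Quantity: TNAP 1/800 final / Evaluation: TNAP activation factor scaled between EDTA and DMSO control wells / Measured by: luminescent substrate turnover signal / Compound dosing: one dose, 20 µM / Times: 30 min enzyme reaction at room temperature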
# L major viab = Leishmania major promastigote growth inhibition, primary screen; Leishmania major promastigotes, resazurin fluorescence viability; inhibition, % at 10 µM; 9% of 200,000 active; in the data active means inhibition above about 50%;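 further: promastigotes grown with compound for 44 hours at 28 °C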
# RAM network inh = inhibitors of the yeast RAM network, primary screen, dse1pr::URA3 reporter, 5-FOA selection | S. cerevisiae dse1pr::URA3 reporter, 5-FOA growth OD615, 2 d; analog-sensitive cbk1-as2 kinase mutant strain | inhibition, % at 50 µM | 1.8% of 190,000 active | AID 868, 2007;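 active means inhibition above a set limit, 3 SD over mean compound inhibition, cut at about 8.4% in these data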;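 further: 0% = DMSO-only wells with no growth and 100% = 10 µM 1-NA-PP1 full growth; inhibition rescues growth on 5-FOA so higher OD means more RAM inhibition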
# bIAP inhibitor = bovine intestinal alkaline phosphatase inhibitors, primary screen, selectivity assay for TNAP inhibitor project, biochemical, bovine IAP, CDP-star luminescence | alkaline phosphatase, intestinal [Bos taurus] | purified bovine IAP, 30 min | inhibition, % at 20 µM | 190,000 tested, under 10 active | AID 1019, 2008;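 active means over 50% inhibition of intestinal alkaline phosphatase at 20 µM in the single-dose screen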
#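 test system = bovine IAP enzyme | medium = DEA buffer 100 mM, pH 9.8, with MgCl2 1.0 mM, ZnCl2 0.02 mM | detection = luminescence | dosing = single compound dose of 20 µM, 2% DMSO final | incubation = 30 min reaction at room temperature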
# FLuc inhib CS = firefly luciferase enzyme inhibitors, primary screen, artefact control for luciferase-based inhibitor screens, biochemical, luminescence, ATPLite; Luciferin 4-monooxygenase (Photinus pyralis), P08659; 10 min; 1.5% of 200,000 active; AID 1006, 2008; inhibition, % at 10 µM;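 active means inhibition above about 50% when tested at 10 µM, limit read from the data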
# Target sequence (P08659 whole entry, looked up): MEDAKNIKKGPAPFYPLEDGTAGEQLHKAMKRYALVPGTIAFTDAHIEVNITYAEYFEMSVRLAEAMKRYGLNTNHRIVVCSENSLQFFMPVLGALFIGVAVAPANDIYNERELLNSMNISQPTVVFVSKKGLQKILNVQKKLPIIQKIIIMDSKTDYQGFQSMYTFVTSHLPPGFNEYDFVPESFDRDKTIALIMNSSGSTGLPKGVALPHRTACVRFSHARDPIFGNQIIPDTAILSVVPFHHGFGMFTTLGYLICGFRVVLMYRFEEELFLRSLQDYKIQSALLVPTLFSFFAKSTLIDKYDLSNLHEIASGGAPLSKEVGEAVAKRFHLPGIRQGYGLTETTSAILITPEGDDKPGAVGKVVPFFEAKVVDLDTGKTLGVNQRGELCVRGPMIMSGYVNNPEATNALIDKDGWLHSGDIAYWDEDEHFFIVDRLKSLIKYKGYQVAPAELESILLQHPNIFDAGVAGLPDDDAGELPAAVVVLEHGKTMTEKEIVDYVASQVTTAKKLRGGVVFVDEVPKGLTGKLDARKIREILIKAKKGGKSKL
# TNAP inh noacc = human TNAP enzyme inhibitors, primary screen, biochemical, luminescent, no phosphate acceptor, uHTS; inhibition, % at 20 µM; Alkaline phosphatase, tissue-nonspecific isozyme (Homo sapiens), P05186; 0.26% of 200,000 active; purified TNAP, CDP-star luminescence, 30 min;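 active means tissue-nonspecific alkaline phosphatase inhibition above about 50% at 20 µM in the single-dose screen, limit read from the data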;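 further: 0% = DMSO negative control and 100% = EDTA positive control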
# TNAP inh hiacc = human TNAP enzyme inhibitors, primary screen, biochemical, luminescent, high phosphate acceptor level, uHTS | AID 1135, 2008 | purified TNAP, CDP-star luminescence, 1 M DEA | inhibition, % at 20 µM | Alkaline phosphatase, tissue-nonspecific isozyme (Homo sapiens), P05186 | 0.03% of 200,000 active;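 active means over 50% inhibition of tissue-nonspecific alkaline phosphatase at 20 µM in the single-dose screen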;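 further: plate controls were DMSO wells for no effect and EDTA-quenched wells as full inhibition for full effect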
# FLuc act counter = FLuc activators, initial screening, artefact control for FLuc-dependent activation tests, biochemical, ATPlite luminescence; Luciferin 4-monooxygenase (Photinus pyralis), P08659; ATPlite luciferase biochemical, 10 min; 0 = ATP-free wells, 1 = DMSO control; activation factor at 10 µM; 200,000 tested, under 10 active;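 active means luciferase activation factor, scaled between plate controls, of at least 2 with compound at 10 µM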
#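 System: Luciferase/luciferin detection reagent, cell-free biochemical luciferase assay | Medium: PBS buffer for ATP | Dosing: Test compounds dosed from 2 mM stocks in 100% DMSO | Timing: 10 min at ambient temperature | Signal: Luminescence measurement of luciferase light output | Evaluation: Luciferase activation, seen as luminescence increase over controls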
# bIAP activator = bovine intestinal alkaline phosphatase activators, primary screen, biochemical, bovine IAP, CDP-star luminescence | alkaline phosphatase, intestinal [Bos taurus] | purified bovine IAP, 30 min; stronger effect = higher value; fold of DMSO-control signal, blank-subtracted | activation factor at 20 µM | 0.17% of 200,000 active;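 active means activation factor of 2 or more at 20 µM, a signal rise over negative controls twice the positive control's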
# The depositor's hits bear a star; · = no result given.
# Results follow in this order: APP transl inh, TNAP act hi DEA, L major viab, RAM network inh, bIAP inhibitor, FLuc inhib CS, TNAP inh noacc, TNAP inh hiacc, FLuc act counter, bIAP activator
CC(=O)OCCCCCCCCCCC[N+]1(C)CCCCC1
  -19, 1.1, -4, 0.1, 0, -9, -16, -9, 1.1, 1
CC(C)(C)NC(=O)CN(C(=O)CSc1nnc(COc2ccccc2)o1)c1cccc(F)c1
  ·, 1.1, 12, -0.1, 8, -12, -1, -8, 1.1, 0.9
O=C(Nc1ccc(F)cc1)N(Cc1cccs1)Cc1cc2cc3c(cc2[nH]c1=O)OCO3
  16, 1.1, 27, 5.8, -5, -6, -6, -7, 1.1, 1
Cc1ccc(NCc2ccc(O)c3ncccc23)cc1C
  -15, 1.1, 9, 0.8, -25, 0, -10, -9, 1, 1.3
Cc1ccc(OCc2nnnn2-c2ccccc2)cc1
  -18, 1, 1, 0.0, 13, -8, 11, 2, 1.1, 0.9
CC(=O)Nc1cc(N2C(=O)CCC2=O)ccc1Cl
  -19, 1, -7, 1.1, 9, -2, -9, -2, 1, 0.9
Cc1ccc(S(=O)(=O)Nc2ccc(O)c3ncccc23)cc1
  8, 1, 99*, 1.5, -32, -1, -19, 2, 1, 1.3
O=C(NC(=S)N1CCOCC1)C12CC3CCC(CC(C3)C1)C2
  -14, 1, -9, -0.1, ·, -4, -3, 0, 1, 0.5
O=S(=O)(NCC(c1cccnc1)N1CCOCC1)c1cccs1 (stereo not given)
  -2, 1, -7, 3.0, ·, -5, -4, 1, 1.1, 0.2
O=C(Cn1ncc(Cl)c(Cl)c1=O)N1CCOCC1
  14, 1, 14, 0.2, -2, -6, -8, -3, 1.1, 1
CCCCNC(=S)N(Cc1ccco1)Cc1cc2cc3c(cc2[nH]c1=O)OCCO3
  -3, 1, 40, 8.5*, 10, -6, -8, -1, 1.1, 0.9
CC(=O)NC1(c2cccc(F)c2)CCN(CC(=O)NC(C)C)CC1
  5, 1.1, -5, 0.3, -3, -6, -12, -8, 1.1, 1
O=C(NCCSCc1c(F)cccc1Cl)c1ccc(CN2CCOCC2)cc1
  -3, 1, 80*, -0.1, -19, -6, -14, -3, 1.1, 1.2
COCCn1c(SCC(=O)Nc2sc(C)c(C)c2C#N)nnc1C(C)C
  -6, 1.1, 1, -0.6, 3, -7, -14, -5, 1.1, 1
Fc1ccccc1Cn1nnc2c(-n3ccnc3)ncnc21
  2, 1.1, -5, 0.2, 10, -4, -10, -6, 1, 0.9
CC1(C)NC(=O)N(CCOc2ccc([N+](=O)[O-])cc2)C1=O
  5, 1.1, 4, 0.5, 6, -5, -10, -6, 1.1, 0.9
O=C(Cn1cnc2c(nnn2Cc2ccc(F)cc2)c1=O)NC1CCCC1
  -3, 1, -3, 1.2, 3, -11, 1, -4, 1.1, 1
Cc1c(C(=O)N(C)C)sc(NC(=O)c2cccc([N+](=O)[O-])c2)c1C#N
  -8, 1, -4, 2.5, 3, 1, -12, -4, 1, 1
c1ccc(-c2ccc(-c3csnn3)cc2)cc1
  -8, 1, -5, 4.2, 3, 16, -10, -3, 0.8, 1
O=C(CSc1nc(-c2ccccc2)cc(C(F)(F)F)n1)NCCN1CCOCC1
  -15, 1, -3, 1.7, 0, -1, -6, 0, 1, 1
Cc1cc(C(F)(F)F)nc(SCC(=O)NC2CC3CCC2C3)n1 (stereo not given)
  19, 1, -1, 0.5, 1, -5, -6, -2, 1, 1
CC(C)C(=O)Nc1cc(S(=O)(=O)Nc2ccc(Cl)cc2)ccc1Cl
  -7, 1, -1, 2.7, 5, -6, -16, -3, 1.1, 0.9
O=[N+]([O-])c1ccc(-c2csc3[n+]2CCS3)cc1
  11, 0.9, -1, 1.1, 12, -5, -7, 6, 1, 0.9
O=C(Nc1nc(-c2ccccc2)cs1)c1ccccc1NS(=O)(=O)c1ccc(F)cc1
  -2, 1, 5, 2.9, -32, -2, 34, 3, 1, 1.3
CNc1ccccc(-c2ccc3cc4c(cc3n2)OCO4)c1=O
  -72, 1, 0, 0.4, 15, 53*, -7, 3, 0.5, 0.9
O=C(NCc1ccco1)c1ccc2ccccc2n1
  1, 1, -3, 0.5, 9, -2, -6, -2, 1, 0.9
CN(C)C(=O)Nc1cnc2ccccc2c1
  -1, 1.1, -3, -0.5, 17, -2, -20, -7, 1, 0.8
COc1cccc(/C=N/NC(=O)c2cccc([N+](=O)[O-])c2)c1OS(=O)(=O)c1ccccc1
  0, 1, 100*, 2.9, 8, -5, -4, -1, 1, 0.9
CC(=O)Nc1ccc(N2C(=O)CSC2c2ccccc2[N+](=O)[O-])cc1 (stereo not given)
  -6, 1, -1, 0.8, -7, -6, -15, 1, 1.1, 1.1
O=C(Nc1ccc(C(=O)N2CCOCC2)cc1)Nc1cccc(Cl)c1
  -32, 1, -2, 1.3, 6, 24, -10, 0, 0.8, 0.9
CCOC(=O)c1[nH]c(C)c(/C(O)=C2\C(=O)C(=O)N(CCCN(C)C)C2c2ccncc2)c1C (stereo not given)
  -11, 1, -8, 2.8, 1, -4, -11, -1, 1, 1
O=C(CCSc1nc2cc(Cl)ccc2o1)N1CCOCC1
  -8, 1, -3, -0.9, 7, -8, -18, -4, 1.1, 0.9
CS(=O)(=O)c1ccc(Cl)c(S(=O)(=O)NCc2ccccc2)c1
  -3, 1.1, -6, 1.2, 17, -9, -5, -7, 1.1, 0.8
Cc1ccc(SCCC(=O)Nc2ccccc2Br)cc1
  7, 1.1, 3, 5.1, -12, 1, -7, -9, 1, 1.1
CCOC(=O)c1cccc(NC(=O)CN(c2ccc(OC)cc2)S(=O)(=O)c2c(C)noc2C)c1
  -3, 1, 44, 1.2, -3, -5, -11, -4, 1, 1
Cc1ccc(C)c(NC(=S)Nc2cccc3cnccc23)c1
  -10, 1, 42, 0.1, 6, -8, -12, -5, 1.1, 0.9
COc1cc(/C=N/n2cnnc2)ccc1OC(=O)c1cccnc1
  -8, 1.1, -2, 1.5, 6, -2, -7, -7, 1, 0.9
O=C1CCc2cc(S(=O)(=O)N3CCCC3C(=O)N3CCN(c4ccccc4F)CC3)ccc2N1 (stereo not given)
  10, 1.1, -4, 5.4, 10, -10, -9, -7, 1.1, 0.9
CCOc1ccc(N2C(=O)CC(SC(=NC)Nc3cccc(OC)c3)C2=O)cc1 (stereo not given)
  -40, 1, 13, 3.1, -10, -1, -16, 3, 1, 1.1
O=C1CC(c2cccc(Cl)c2)CC(O)=C1C=Nc1ccccc1 (stereo not given)
  26, 1, -3, 0.9, -1, -7, -1, -4, 1.1, 1
CN(C)/C=C(\C#N)S(=O)(=O)C(C)(C)C
  -4, 1, -3, 0.4, -1, -6, -15, -4, 1.1, 1
Cc1nc(CS(=O)(=O)c2ccccc2)cc(N2CCN(c3ccccc3F)CC2)n1
  -23, 1, 5, 0.7, -14, -7, -11, -2, 1.1, 1.1
C=C1c2cc(C)ccc2NC(=O)N1c1ccc(C)cc1
  7, 1.1, 5, 1.6, 0, -1, -9, -6, 1, 1
COc1ccc(/C=N\NC(=O)c2cccc(Br)c2)c(OC)c1
  -14, 1, 15, -0.2, 2, 11, -1, -1, 0.9, 1
COc1cc(/C=C/C(=O)OCC(=O)NCCN2C(=O)CSC2=O)ccc1OC(F)F
  -6, 1, -5, 1.4, 3, 0, -11, 2, 1, 1
O=c1c(-c2nc3ccccc3s2)cccn1Cc1ccccc1
  -82, 1, -8, 3.5, 3, 10, -13, -1, 0.9, 1
CCCCCn1c(=O)[nH]c2cc(C(=O)NCCc3ccc(OC)c(OC)c3)ccc2c1=O
  1, 1, -2, 0.7, 3, -5, -9, -4, 1, 1
O=C(CCCn1c(=S)[nH]c2cc3c(cc2c1=O)OCO3)N1CCN(c2ccccc2F)CC1
  0, 1, 10, 2.2, -13, -8, -9, 0, 1.1, 1.1
CCOC(=O)c1c(Cl)c(C)nn1-c1nc(OC)cc(OC)n1
  -3, 1, -6, 1.2, 38, -4, -4, 2, 1, 0.6
CC(=O)c1ccc(OCC(O)CN2CCN(Cc3ccccc3)CC2)cc1 (stereo not given)
  ·, 1.1, 94*, 2.7, -16, -4, -11, -7, 1, 1.2
C=CCn1c(NS(=O)(=O)c2ccccc2)c(S(=O)(=O)c2ccc(C)cc2)c2nc3ccccc3nc21
  -6, 0.9, -1, 11*, 9, -9, -10, 6, 1.1, 0.9
Cc1ccc(-c2nc(CSc3nc4ccccc4c(=O)n3C)cs2)cc1
  -17, 1.1, 76*, 11*, -1, -4, -6, -7, 1, 1
COc1ccc(-n2ccnc2CN2CCCC(CO)(Cc3cccc(OC)c3)C2)cc1 (stereo not given)
  11, 1.1, 37, 0.0, -18, -8, -3, -9, 1.1, 1.2
Cc1ccc(NC(=O)CCc2nnc(SCC(=O)Nc3ccccc3C)n2C)cc1Cl
  1, 1, -7, 1.8, 2, 2, -10, -2, 1, 1
COc1ccc(Br)cc1CNC(=O)C1CCCN(S(C)(=O)=O)C1 (stereo not given)
  -10, 1, -2, 2.6, 6, -3, -6, 1, 1, 0.9
C/C(CCc1ccc2c(c1)OCO2)=N\NC(=O)c1ccc(C)cc1C
  -4, 1.1, -3, 1.0, 0, -7, -8, -8, 1.1, 1
COCCn1c(Sc2ccccc2)nc2c1c(=O)[nH]c(=O)n2C
  2, 1.1, 4, 1.1, 4, -2, -11, -6, 1, 1
Cc1cc(C)n(C(=O)CNC(=O)Cc2ccccc2)n1
  -2, 1.1, -2, -0.1, 10, -6, -17, -8, 1.1, 0.9
O=C(NCc1ccco1)C(=O)NCC1OCCN1S(=O)(=O)c1ccc(Br)cc1 (stereo not given)
  5, 1, 4, -0.5, -9, -1, -4, -1, 1, 1.1
CCOc1cc(C#N)c(NC(=O)Cn2nnc3ccccc32)cc1OCC
  -7, 1.1, -9, 3.4, 7, -3, -13, -8, 1, 0.9
Cc1cc(C)cc(N(CC(=O)NCC2CCCO2)S(=O)(=O)c2c(C)noc2C)c1 (stereo not given)
  -13, 1, -2, 1.9, -12, -7, -16, -5, 1.1, 1.1
CCOC(=O)c1ccc(COC(=O)CCc2nc(-c3ccccc3)c(-c3ccccc3)o2)cc1
  -2, 1.1, 2, 4.8, -4, -7, -14, -7, 1.1, 1
COc1ccc(CNCc2c(C(=O)N(C)C)nc3ccc(Cl)cn23)c(OC)c1
  -12, 1, 0, 1.5, -3, 5, -4, 2, 1, 1

# Assay outcomes (PubChem BioAssay)
